Bioassay records: PubChem BioAssay, several laboratories
Vif imaging: blocks HIV Vif function; hit rate 0.35% among 340,000; inhibition, % at 7.49 µM; HEK293T cells, Vif self-association by quenched fluorescence, imaging, 24 h; in the data active = inhibition above about 50%, passing the limit was not always enough; note: some results filed as inactive read as strong as hits
CaV13 ICDI inh: Primary screen for inhibitors of IQ motif and Ca2+-dependent inactivation inhibitor domain binding in CACNA1D, Förster resonance energy transfer in living cells, …; HEK cells, CFP/YFP FRET ICDI-IQ, plate reader, 10 min; percent FRET-ratio fall versus neutral wells; inhibition, % at 12.3 µM; hit rate 0.098% among 340,000; AID 743397;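 active = mean replicate inhibition of at least 30% and at least 1% of replicates passing that level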;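 note: 0% = median of the neutral control wells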
KKLEB cytotox: counter-screen for CF NF-kB inhibitors: cytotoxicity | AID 602141 | hit rate 0.36% among 360,000 | KKLEB CF airway cells viability, ATPlite luminescence, overnight; stronger effect = lower value; cells stimulated with P. aeruginosa culture filtrate | activity change (cytotoxicity), % at 5 µM;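 active = corrected activity change at or below -50% at 5 µM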
TRPM1 prom inh: inhibitors of MITF-driven TRPM1 promoter in melanoma cells. SK-MEL-5 TRPM1 promoter luciferase, 24 h. inhibition, % at 12.5 µM. hit rate 0.83% among 330,000;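 active = mean inhibition across replicates of 60% or more, whatever share of single replicates reaches that level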; note: values of inactives mirror those of a sister screen read the other way
HIF-2a inh: HIF-2a inhibition; inhibition, % at 18.8 µM; hit rate 0.72% among 360,000; 786-0 RCC cells HIF-2a reporter, luciferase luminescence, overnight;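 active = inhibition of the luminescence signal of 40% or more relative to plate controls, in a single-dose primary screen at 18.75 µM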
Shn3 3UTR inh: Schnurri-3 reporter inhibition in Clone20 osteoblasts | Clone20 osteoblast Shn3 3'UTR firefly luciferase, 24 h | inhibition, % at 12.5 µM | hit rate 0.52% among 360,000 | AID 588674;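 active = mean inhibition of at least 75% with every replicate also reaching 75%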;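 note: 0% = median of neutral control wells and 100% = pilot-screen positive control compound; some compounds past the cut are filed as inactive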
Peg3 prom inh: Peg3 promoter activity inhibition; HeLa PEG-Prom luciferase reporter, luminescence, overnight; inhibition, % at 20 µM; hit rate 1.7% among 360,000; AID 588405;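 active = inhibition of at least 50% at 20 µM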
NR2E3 ag-1: agonists of human NR2E3 nuclear receptor | hit rate 0.35% among 360,000 | Q9Y5X4 | AID 602229 | inhibition of corepressor binding, % at 3.98 µM | CHO-S Gal4-NCOR/VP16-NR2E3 two-hybrid, luciferase;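 active = inhibition above the mean of all tested compounds plus 3 SD, cut at about 70% in these data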;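 note: 0% = DMSO with NR2E3 transfected cells and 100% = cells lacking NR2E3 construct; higher means lower luciferase signal from less NR2E3 corepressor binding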
Target sequence (Q9Y5X4 whole entry, looked up, the tested form may be a part): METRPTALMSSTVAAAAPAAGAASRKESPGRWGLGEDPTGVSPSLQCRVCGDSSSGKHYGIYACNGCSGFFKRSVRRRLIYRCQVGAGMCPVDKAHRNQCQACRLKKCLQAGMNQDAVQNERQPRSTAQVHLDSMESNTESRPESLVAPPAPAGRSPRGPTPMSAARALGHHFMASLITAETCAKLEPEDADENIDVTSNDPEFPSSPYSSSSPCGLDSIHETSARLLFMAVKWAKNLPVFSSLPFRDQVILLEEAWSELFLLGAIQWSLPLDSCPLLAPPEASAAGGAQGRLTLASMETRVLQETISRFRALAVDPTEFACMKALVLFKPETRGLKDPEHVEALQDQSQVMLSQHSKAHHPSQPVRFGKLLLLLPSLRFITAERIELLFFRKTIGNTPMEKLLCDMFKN
NR2E3 ag-2: agonists of human nuclear receptor NR2E3. GST-NR2E3/biotin-RetCOR TR-FRET, 1536-well. Q9Y5X4. inhibition of corepressor binding, % at 4.78 µM. hit rate 0.12% among 320,000. AID 2300;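 active = percent inhibition above the cutoff of mean plus 3 SD of all tested compounds, set per screening campaign, cut at about 20% in these data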;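 note: 0% = DMSO wells and 100% = biotin wells as full block of FRET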
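Material – GST-tagged NR2E3 plus biotinylated RetCOR corepressor · Quantity – NR2E3 fusion 1.35 nM · Times – 5 h incubation at 4 °C · Medium – pH 7.5 Tris-based buffer · Technique – TR-FRET, Eu(K)-anti-GST donor, streptavidin-D2 acceptor, ex 340, em 617/671 nm · Benchmarks – high control biotin, low control 0.6% DMSO · Format – 1536-well plates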
CF NFkB block: cystic fibrosis NF-kB activation inhibition. KKLEB NF-kB-GFP reporter, PAF-induced, GFP fluorescence overnight. inhibition, % at 5 µM. hit rate 0.86% among 360,000;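 active = at least 50% inhibition at 5 µM, scaled per plate between neutral and stimulator controls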;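 note: PAF is a Pseudomonas aeruginosa culture filtrate used as stimulus; plate controls were PAF-stimulated DMSO wells for no effect and unstimulated DMSO wells for full effect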
PDI turbidity: blocks human protein disulfide isomerase activity; P07237; PDI insulin aggregation turbidity, A650, 90 min; inhibition, % at 10 µM; hit rate 0.052% among 350,000;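 active = mean inhibition across replicates of 30% or more, whatever share of single replicates reach that level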;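 note: absorbance from insulin aggregation driven by PDI reduction with DTT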
Target sequence (P07237 whole entry, looked up): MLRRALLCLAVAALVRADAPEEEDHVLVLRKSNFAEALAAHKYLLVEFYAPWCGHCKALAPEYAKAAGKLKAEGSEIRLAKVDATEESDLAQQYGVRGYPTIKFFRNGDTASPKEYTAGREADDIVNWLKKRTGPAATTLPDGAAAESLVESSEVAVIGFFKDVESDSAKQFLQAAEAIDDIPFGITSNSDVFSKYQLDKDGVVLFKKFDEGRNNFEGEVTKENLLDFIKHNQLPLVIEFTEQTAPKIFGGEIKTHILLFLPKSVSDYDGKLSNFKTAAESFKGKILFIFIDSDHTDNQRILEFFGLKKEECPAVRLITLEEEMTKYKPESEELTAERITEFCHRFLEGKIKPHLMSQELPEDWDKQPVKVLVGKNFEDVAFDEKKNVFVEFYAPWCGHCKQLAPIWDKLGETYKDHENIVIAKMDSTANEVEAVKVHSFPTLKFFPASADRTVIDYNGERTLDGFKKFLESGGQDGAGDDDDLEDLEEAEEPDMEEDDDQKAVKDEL
Numbers without * were called inactive; / = not tested or not shown. Compounds as they come. Share with any hit: about 3.3%.

SMILES	Vif imaging	CaV13 ICDI inh	KKLEB cytotox	TRPM1 prom inh	HIF-2a inh	Shn3 3UTR inh	Peg3 prom inh	NR2E3 ag-1	NR2E3 ag-2	CF NFkB block	PDI turbidity
CCn1nc(C(=O)N2CCc3ccccc3C2)c2ccccc2c1=O	1	-6	-2	0	11	-5	6	-23	-3	-1	-1
COc1cc(OC)c(C2Oc3nc(SC)nnc3-c3ccccc3N2C(C)=O)cc1OC (configuration not stated)	-3	5	3	/	16	-39	13	-16	5	-10	/
O=C(Nc1ccc(Cl)cc1)NC1CCCCC1Cc1ccco1 (configuration not stated)	9	/	6	3	-10	6	12	-9	2	-2	-7
CN(C)c1ccc(C(=O)OCC(=O)NCCNC(=O)COC(=O)c2ccc(N(C)C)cc2)cc1	-3	/	8	-1	8	8	0	-7	-2	-28	2
CSc1ncc(Cl)c(C(=O)Nc2ccccc2Cl)n1	-12	-9	0	7	-16	-23	-23	-1	0	-28	-10
O=C(Nc1ccc(Cl)cc1)Nc1nnc(-c2ccncc2)s1	-7	-4	-89*	7	-9	-15	64*	-8	2	84*	-13
CC(C)c1ccccc1NC(=O)c1ccco1	8	-7	6	-11	-19	-10	-22	-2	1	-2	8
Cc1cc(C)n(-c2ccc(C(=O)Nc3ccc(C)c(S(=O)(=O)N(C)C)c3)cc2)n1	/	-4	3	15	-8	34	20	-4	1	6	-1
CCCn1c(/N=C/c2cc(OC)ccc2O)nc2ccccc21	-11	0	-3	-5	0	19	-5	-16	0	8	-5
COc1ccc(NC(=O)CN2CCN(C(=O)c3ccco3)CC2)c(OC)c1	-2	-3	2	-9	14	9	-13	2	1	-11	0
CC(C)c1nc(SCC(=O)Nc2cccc(C(F)(F)F)c2)c2c(=O)n(C)c(=O)n(C)c2n1	9	5	-3	/	10	86*	15	-22	0	20	/
COC(=O)[C@@H](Cc1c[nH]c2ccccc12)NC(=O)CCC(=O)c1ccc(F)cc1	1	-2	4	12	14	-5	17	-7	3	0	3
Cc1ccc(C(=O)OCC(=O)Nc2ccc3c(c2)OCO3)o1	5	-4	-4	1	-25	-3	-18	-11	6	-1	23
O=C(NCCCNC(=O)c1cncc(O)c1)c1cncc(O)c1	0	-3	8	-24	17	-2	8	-22	5	-16	-8
C/C(=N\NC(=O)CC#N)c1cc2ccccc2oc1=O	-15	-5	22	-1	1	-7	4	-5	1	-16	0
O=C(C1CCC(CNS(=O)(=O)c2cccc3nsnc23)CC1)N1CC=C(c2ccccc2)CC1 (configuration not stated)	-17	-5	-12	18	18	18	16	50	2	5	5
OCCCN1c2ccccc2Nc2nnc(-c3ccccc3)cc21	-8	-5	6	-83	-176	-23	-216	-97	1	-12	-11
Cc1ccsc1C1CC(=O)Nc2ccccc2S1 (configuration not stated)	-8	-2	-2	22	9	-3	16	-19	3	-4	-8
O=C(COc1cc(Cl)c(Cl)cc1Cl)Nc1ccncc1	-19	-5	0	-13	-144	32	-172	-11	-2	-18	3
COc1ccc(OC)c(/C(C)=N/Nc2ccc(C(=O)O)cc2)c1	-2	-18	-8	2	-22	5	-43	-27	0	16	8

No new results follow: entries from further up.
SMILES	Vif imaging	CaV13 ICDI inh	KKLEB cytotox	TRPM1 prom inh	HIF-2a inh	Shn3 3UTR inh	Peg3 prom inh	NR2E3 ag-1	NR2E3 ag-2	CF NFkB block	PDI turbidity
O=C(Nc1ccc(Cl)cc1)Nc1nnc(-c2ccncc2)s1	-7	-4	-89*	7	-9	-15	64*	-8	2	84*	-13
CC(C)c1ccccc1NC(=O)c1ccco1	8	-7	6	-11	-19	-10	-22	-2	1	-2	8
Cc1cc(C)n(-c2ccc(C(=O)Nc3ccc(C)c(S(=O)(=O)N(C)C)c3)cc2)n1	/	-4	3	15	-8	34	20	-4	1	6	-1
CCCn1c(/N=C/c2cc(OC)ccc2O)nc2ccccc21	-11	0	-3	-5	0	19	-5	-16	0	8	-5
COc1ccc(NC(=O)CN2CCN(C(=O)c3ccco3)CC2)c(OC)c1	-2	-3	2	-9	14	9	-13	2	1	-11	0
CC(C)c1nc(SCC(=O)Nc2cccc(C(F)(F)F)c2)c2c(=O)n(C)c(=O)n(C)c2n1	9	5	-3	/	10	86*	15	-22	0	20	/
COC(=O)[C@@H](Cc1c[nH]c2ccccc12)NC(=O)CCC(=O)c1ccc(F)cc1	1	-2	4	12	14	-5	17	-7	3	0	3
Cc1ccc(C(=O)OCC(=O)Nc2ccc3c(c2)OCO3)o1	5	-4	-4	1	-25	-3	-18	-11	6	-1	23
O=C(NCCCNC(=O)c1cncc(O)c1)c1cncc(O)c1	0	-3	8	-24	17	-2	8	-22	5	-16	-8
C/C(=N\NC(=O)CC#N)c1cc2ccccc2oc1=O	-15	-5	22	-1	1	-7	4	-5	1	-16	0
O=C(C1CCC(CNS(=O)(=O)c2cccc3nsnc23)CC1)N1CC=C(c2ccccc2)CC1 (configuration not stated)	-17	-5	-12	18	18	18	16	50	2	5	5
OCCCN1c2ccccc2Nc2nnc(-c3ccccc3)cc21	-8	-5	6	-83	-176	-23	-216	-97	1	-12	-11
Cc1ccsc1C1CC(=O)Nc2ccccc2S1 (configuration not stated)	-8	-2	-2	22	9	-3	16	-19	3	-4	-8
O=C(COc1cc(Cl)c(Cl)cc1Cl)Nc1ccncc1	-19	-5	0	-13	-144	32	-172	-11	-2	-18	3
COc1ccc(OC)c(/C(C)=N/Nc2ccc(C(=O)O)cc2)c1	-2	-18	-8	2	-22	5	-43	-27	0	16	8

(next part)
SMILES	Vif imaging	CaV13 ICDI inh	KKLEB cytotox	TRPM1 prom inh	HIF-2a inh	Shn3 3UTR inh	Peg3 prom inh	NR2E3 ag-1	NR2E3 ag-2	CF NFkB block	PDI turbidity
CSc1ccc(S(=O)(=O)Nc2c(C)cccc2C)cc1	-1	-4	-12	-7	12	-20	21	2	-2	17	-1
Cc1cccc(NC(=S)Nc2ccc(Cl)c(Cl)c2)c1	-13	6	15	-6	-118	-5	-12	16	1	-17	2
CCCCc1nnc(NC(=O)CN2C(=O)c3ccccc3C2=O)s1	3	0	13	6	12	1	4	-38	3	-11	4
CC1CCCN(Cc2c(C(=O)N3CCc4ccccc4C3)nc3ccc(Cl)cn23)C1 (configuration not stated)	-11	-6	-14	16	13	9	12	7	3	8	4
Cc1cc(=O)[nH]c(Cc2ccc(OC(C)C)cc2)n1	3	-7	-21	-1	15	-23	1	-13	-1	-16	0
O=C(Cn1ccn(-c2ccc(F)c(F)c2)c(=O)c1=O)NCCc1ccccc1	-24	-7	-2	1	19	-33	-7	-11	1	6	-6
O=C(CNC(=O)c1ccccc1F)NC1=NCCS1	-3	-6	-12	0	-43	-14	13	-6	2	9	-19
Cc1onc(-c2c(Cl)cccc2Cl)c1C(=O)N1CCN(c2ccccc2F)CC1	/	-2	-21	9	7	15	9	20	4	22	1
Cc1cc(C)c(S(=O)(=O)c2ccccc2C)c(OCCO)n1	2	-5	8	-9	9	-9	-4	-4	5	4	0
CCn1c2ccc(F)cc2c2nc3ccccc3nc21	7	-3	-12	-6	-141	-12	-98	-9	-1	-63	-2
CC1(C)CN(CCc2ccccc2)C(=O)[C@H]1CC(=O)Nc1ccccc1	-2	-3	-2	/	13	-10	4	15	/	-12	-2
Cc1cccc(NC(=O)C2CCN(C(=O)[C@@H]3Cc4ccccc4CN3)CC2)c1	-6	-4	-5	-1	-71	-51	-51	11	0	1	-1
O=C(N/N=C/c1ccco1)Nc1ccccc1	-11	-2	15	-40	-168	-64	-262	-85	5	1	8
COc1ccc(OC)c(/C=N/N(C)c2ccccc2)c1	/	-5	-18	-105	-328	-99	-334	-114	-1	11	-7
CN(C)/C=C(\C#N)C(=O)Nc1ccccc1	-4	-4	8	-39	-111	-48	-99	-40	2	10	10
O=C(O)C=C(Br)Br	10	/	-6	-7	3	2	13	-18	-2	12	/
COc1cc(C(=O)NCC(c2cccs2)N2CCOCC2)cc(OC)c1OC (configuration not stated)	0	-7	4	-6	6	-7	-5	9	1	-5	-2
CCOC(=O)N1CCN(C(=O)Cc2ccc(-n3c(=S)[nH]c4ccccc4c3=O)cc2)CC1	-1	-8	16	9	25	-26	4	0	2	-18	-9
COc1ccc(-c2nc(CS(=O)CC(=O)NCCCN3CCCC(C)C3)c(C)o2)cc1OC (configuration not stated)	-1	-5	-2	-5	2	-14	-9	3	-1	-12	2
COc1cc2nc(SCC(=O)NCCc3ccccc3)n(Cc3ccco3)c(=O)c2cc1OC	-7	-7	2	8	0	0	5	-4	-4	1	7
O=C(Cc1ccccc1F)NC1CCCN(Cc2ccc(Cl)cc2)C1 (configuration not stated)	-5	2	7	7	6	1	5	-10	-8	9	7
CN1C(=O)c2ccc(C(=O)NCc3ccc4c(c3)OCO4)cc2C1=O	0	-3	3	-10	14	-11	8	11	-2	6	8
CN(c1ccc(C(=O)N2CCN(c3ccccc3F)CC2)cc1)S(=O)(=O)c1ccccc1	10	-5	0	6	7	0	12	15	2	7	-5
CCN1CCN(c2ccc(S(=O)(=O)N3CCCCC3)cc2NC(=O)c2cccc(C)c2)CC1	0	-6	2	7	-7	-5	-1	-36	0	3	-8
CCOC(=O)N1CCN(C(=O)C(=O)NN)CC1	-4	-6	8	4	13	2	20	10	-4	-5	-2
Cc1cc(C)nc(N(C#N)CCOc2ccc(Cl)cc2)n1	-48	/	-9	1	-56	-18	-9	15	2	2	-7
Cc1ccccc1NS(=O)(=O)c1ccc(C(=O)N2CCN(S(=O)(=O)c3ccccc3)CC2)cc1	-1	-6	8	11	8	27	21	-28	-1	9	0
Cc1c(C(=O)NCCCN2CCOCC2)oc2c1C1(CCC2)SCCS1	-2	-19	-2	-13	-32	1	-33	-11	2	17	1
O=C(CSc1nc2[nH]ncc2c(=O)[nH]1)Nc1ccccc1C(F)(F)F	0	-6	-2	-9	11	82	1	-9	1	12	6
CC(C)[C@H](NC(=O)[C@H](Cc1ccccc1)n1c(=O)[nH]c2ccccc2c1=O)C(=O)N1CCC[C@@H]1C(=O)O	0	/	4	5	9	0	7	8	-1	7	/
CC(C)(C)c1ccc(S(=O)(=O)NC(=O)C2(C)CCN2C(=O)C2CCCCC2)cc1 (configuration not stated)	8	-7	2	/	13	1	6	11	/	2	3
Cc1ccc(CCN2CC(C(=O)NCCCOC(C)C)CC2=O)cc1 (configuration not stated)	-11	-8	-4	-2	1	-20	21	-1	-1	4	-1
C=CCOc1cccc(C(=O)N2CCCC(Nc3ccc4c(c3)OCCO4)C2)c1 (configuration not stated)	-4	-5	-1	2	-15	-2	-29	-50	4	-6	-6
